From PubChem BioAssay
miR122 inh = miR-122 inhibition in Huh7 cells. Huh7 miR-122 Renilla luciferase sensor, 48 h; neutral wells = 0, positive control = 100. activation (reporter increase), % at 12.5 µM. 340,000 tested, 0.3% active;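 active = mean replicate activation score at least 90 and every replicate individually at or above 90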;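 also: higher luciferase means less miR-122 activity so hits act as miR-122 inhibitors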
PAX8 reporter = lowers PAX8-driven luciferase in RMG-I cells. RMG-I TPO-luciferase reporter, SteadyGlo, 24 h. inhibition, % at 12.6 µM. 360,000 tested, 1.2% active. AID 652154;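 active = mean replicate inhibition at least 60% with every replicate also reaching 60%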;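 also: luciferase light reporting Pax8 driven TPO promoter activity; plate controls were median of neutral control wells for no effect and mitoxantrone controls for full effect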
Casp6 inh = inhibitors of human caspase-6. P55212. purified caspase-6, Z-VEID-R110 cleavage fluorescence. inhibition, % at 12.5 µM. 350,000 tested, 0.53% active. AID 686996;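 active = mean inhibition across replicates at least about 35%, with every replicate also reaching that limit, limit read from the data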;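 also: 0% = median of neutral control wells and 100% = no fluorescence left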
Target sequence (P55212 24-179 limits assumed): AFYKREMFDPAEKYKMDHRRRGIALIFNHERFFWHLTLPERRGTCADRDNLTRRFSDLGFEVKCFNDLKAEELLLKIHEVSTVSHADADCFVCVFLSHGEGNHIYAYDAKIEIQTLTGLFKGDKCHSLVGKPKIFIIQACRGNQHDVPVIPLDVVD
Target sequence (P55212 194-293 limits assumed): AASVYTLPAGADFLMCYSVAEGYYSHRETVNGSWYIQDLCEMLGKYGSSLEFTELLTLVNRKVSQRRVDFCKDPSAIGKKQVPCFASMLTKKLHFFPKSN
FN deposit inh = fibronectin deposition inhibition; AH1F fibroblasts, Alexa488-fibronectin deposition fluorescence, overnight; inhibition, % at 12.6 µM; 350,000 tested, 0.086% active;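 active = mean inhibition across replicates of 30% or more, regardless of how many single replicates reach that level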;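 also: positive control wells lacked labelled fibronectin entirely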
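test system = AH1F fibroblasts assembling fluorescent fibronectin matrix | quantity = 10000 AH1F cells per well | buffer or medium = DMEM plus 2% serum, read in PBS | doses = single dose, pinned | incubation = 1 h cell attachment, overnight exposure to compound and label | detection = fluorescence at 485 nm excitation, 525 nm emission | read-out basis = inhibition from reduced deposited-fibronectin fluorescence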
PGC1a acetyl inh = modulators of PGC1a acetylation | U2OS PGC1a acetylation, AlphaScreen anti-acetyl-lysine; with virally co-expressed GCN5 acetyltransferase | 350,000 tested, 0.17% active | AID 651687 | inhibition, % at 15.6 µM;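 active = every replicate shows inhibition of at least 40%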;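 also: 0% = neutral control wells and 100% = positive control wells; some results beyond the cut were filed as inactive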
EWS-Fli inh = EWS/Fli transcriptional activity inhibition | A673 NR0B1-luciferase reporter, viability-normalised | inhibition, % at 12.6 µM | 350,000 tested, 0.67% active | AID 651661;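 active = mean inhibition of at least 50% after viability correction, with every replicate also passing that limit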;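 also: firefly luciferase signal divided by Alamar Blue viability fluorescence both relative to DMSO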
Cneo AK release = Cryptococcus neoformans lysis via adenylate kinase release; C. neoformans lysis, adenylate kinase release luminescence, 4 h; normalised: neutral wells 0, clomiphene wells 100; lysis activity, % at 15 µM; 360,000 tested, 0.2% active; AID 651654;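 active = mean lysis activity across replicates of at least 80%, whatever share of replicates individually reach that level; inactive = mean lysis activity below 80%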
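Assay system: C. neoformans cells. Amount: yeast cell density of 5 × 10^6 cells/mL. Technique: AK luminescence. Buffer or medium: YPD. Times: static 4 h at 37 °C with compound, 1 h detection. Dosing: single-point compound dose. Read-out: lysis from increased AK signal.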
LGR2 inh = inhibitors of bursicon-induced Drosophila LGR2 receptor cAMP signaling. HEK293 LGR2, CRE-luciferase, bursicon-stimulated, 4 h. inhibition, % at 9.99 µM. 380,000 tested, 0.35% active. AID 720647;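 active = drop in luminescence signal, shown as inhibition above about 50% in the replicate tests, limit read from the data, passing the limit was not always enough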;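 also: agonist challenge used bursicon conditioned medium at about half maximal strength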
The depositor's hits bear a star; / = not tested or not shown; & = joins results of further samples; [ ] = remark or other dose.

Sequence of screens: PAX8 reporter | Cneo AK release | FN deposit inh | LGR2 inh | miR122 inh | Casp6 inh | EWS-Fli inh | PGC1a acetyl inh
1. O=C(CCO)c1ccc(O)cc1
 : / | 0 | / | -17 | -1 | 75* | -4 | 4
2. Cc1ccc(C2C(C#N)=C(N)Oc3n[nH]c(-c4cccs4)c32)cc1 (configuration not stated)
 : 1 | 0 | 6 | / | 4 | / | / | 16
3. N#C/C(=C\c1cccc([N+](=O)[O-])c1)C(=O)Nc1cccnc1
 : 9 | / | 2 | -12 | / | 5 | 7 | /
4. COCCNc1nnc(SCC(=O)Nc2cc(C)on2)s1
 : -4 | 3 | 1 | 6 | -9 | -5 | -5 | -1
5. COc1cc(NC(=O)COc2ccccc2C)ccc1NC(=O)c1ccco1
 : 4 | 0 | 0 | 10 | -4 | 1 | / | /
6. C[C@H]1CN([C@@H](C)CO)C(=O)c2cc(C#CC3CC3)cnc2O[C@H]1CN(C)C
 : / | 4 | -3 | -35 | 5[16.7 µM] | 2 | -1 | -1
7. CS(=O)(=O)NC1CCN(Cc2ccccc2)CC1
 : / | 0 | / | 8 | 5 | 29 | -3 | -10
8. COc1cccc(NC(=O)N(C)C[C@@H]2Oc3ncc(C#Cc4ccncc4)cc3C(=O)N([C@@H](C)CO)C[C@H]2C)c1
 : 8 | 3 | / | -1 | -33[16.7 µM] | 2 | -8 | -6
9. COC(=O)[C@H]1[C@H](CO)[C@H]2Cn3c(ccc(-c4cccc(F)c4)c3=O)[C@H]2N1CC1CCCC1
 : 9 | 1 | / | 10 | 1[16.7 µM] | 2 | 5 | -14
10. CCC(Sc1nnc2c3ccccc3n(CC)c2n1)C(=O)Nc1sc2c(c1C#N)CCCC2 (configuration not stated)
 : 3 | / | -8 | / | -9 | / | / | -5
11. O=C(NCC(c1ccc(F)cc1)N1CCOCC1)c1ccc(C(=O)c2ccccc2)cc1 (configuration not stated)
 : -1 | / | 0 | 0 | / | 4 | -3 | -4
12. CO[C@H](CN(C)Cc1nccs1)[C@@H](C)CN([C@H](C)CO)S(=O)(=O)c1ccc(F)cc1
 : / | 5 | -3 | -5 | / | 1 | 1 | 12
13. Cc1ccc(C(=O)N2CCC[C@@H]2C(=O)N2CCC[C@@H]2C(=O)NCc2ccccc2)cc1
 : -23 | / | -1 | -8 | / | 0 | -4 | /
14. C[C@H](CO)N1C[C@H](C)[C@H](CN(C)S(=O)(=O)c2cccc(C#N)c2)OCc2cnnn2CCCC1=O
 : -2&13 | 0&0 | -5 | 0 | -5 | -1&0 | 1&-5 | 4&2
15. Cc1cc(N)ccc1N=Nc1c(C)n(C)n(-c2ccccc2)c1=O
 : -20 | -3 | 7 | -11 | 3 | / | / | /
16. O=C(O)C1CCCN1C(=O)Nc1ccc(F)cc1 (configuration not stated)
 : / | 1 | -1 | / | -10 | / | / | 11
17. COc1ccc(C(=O)NNC2=Nc3cccc4cccc2c34)cc1
 : 22 | / | 1 | 7 | / | 0 | 16 | /
18. O=C(NCCCN1CCOCC1)c1cc(-c2ccc(Cl)s2)nc2ccccc12
 : 4 | 0 | 7 | 10 | 1 | -5 | -6 | -4
19. O=C(Cc1cc(C(=O)O)c2ccccc2n1)Nc1ccccc1
 : 44 | -12 | -10 | / | 1 | -3 | 10 | -17
20. CCOP(=O)(OCC)C(Nc1cccc([N+](=O)[O-])c1)c1ccc(OC)cc1 (configuration not stated)
 : 15 | 3 | 6 | 19 | -4 | -3 | -7 | -1
21. O=C(c1ccc(CN2CCOCC2)cc1)N1CCN(c2ccccc2)CC1
 : / | -2 | / | 4 | -2 | 11 | -1 | -1
22. COc1ccc(NC(=O)Nc2ccc3c(c2)C(=O)N([C@H](C)CO)C[C@@H](C)[C@@H](CN(C)C(=O)NC2CCCCC2)OCCCC[C@H](C)O3)cc1
 : -4 | 1 | / | 13 | 6[16.7 µM] | -2 | -10 | -6
23. CCOc1cc(C(=O)Nn2cnnc2)cc(OCC)c1OCC
 : 9 | -2 | 11 | 25 | / | -2 | -5 | /
24. O=C(COC(=O)c1ccc(F)c(S(=O)(=O)N2CCOCC2)c1)Nc1ccc(Cl)cn1
 : -18 | 14 | 3 | 15 | -3 | 3 | -11 | 1
25. Cc1ccc2c(c1)C(=O)N1c3cc(C)c(C)cc3NC(=O)C1C(=O)N2 (configuration not stated)
 : 5 | -2 | 8 | -4 | 3 | 2 | 6 | -12
26. COc1ccc(C2/C=C\CN(C(=O)CC(C)(C)C)CC(=O)N2Cc2ccc(F)cc2)cc1 (configuration not stated)
 : -13 | 0 | 3 | 17 | 35 | 3 | -7 | 7
27. CCc1cc[n+](C2=C([O-])c3ccccc3C(=O)/C2=N\S(=O)(=O)c2cccs2)cc1
 : 87* | / | 2 | 17 | / | 4 | 3 | /
28. S=C(SCc1cc(Cl)cc2c1OCOC2)N1CCSCC1
 : -69 | / | 9 | -22 | / | -2 | -52 | /
29. CC(C)NC(=O)N(C)C[C@@H]1Oc2ccc(NC(=O)CCC(F)(F)F)cc2CC(=O)N([C@H](C)CO)C[C@H]1C
 : -13 | -3 | / | -5 | -5[16.7 µM] | 1 | -2 | -3
30. CCCCCCCC(=O)OC(CN1CCCCCC1)CN1CCCC1=O (configuration not stated)
 : 1 | / | 1 | 16 | / | -3 | 5 | /
31. CC(C)NC(=O)Nc1cccc2c1O[C@@H](CN(C)Cc1ccc(C(=O)O)cc1)[C@@H](C)CN([C@@H](C)CO)C2=O
 : -7 | -3 | 3 | -5 | -3[16.7 µM] | 2 | -8 | 3
32. CCOC(=O)[C@H]1[C@H]2COc3ccc(OC)cc3[C@@H]2N2C(=O)CN(Cc3ccc(Cl)cc3)C(=O)[C@@]12C
 : -5 | 1 | 6 | 18 | 2 | 1 | 6 | 0
33. C[C@H]1CN([C@@H](C)CO)C(=O)c2cccc(NC(=O)C3CCOCC3)c2O[C@@H]1CN(C)C(=O)Nc1ccc(C(F)(F)F)cc1
 : -11 | -6 | 9 | 11 | 1[16.7 µM] | 1 | -12 | 1
34. O=C(O)/C=C\C(=O)N1CCc2ccccc21
 : -2 | / | 5 | / | / | -1 | -39 | /
35. CCOC(=O)c1cnc2ccc(OCC)cc2c1NCCCN1CCOCC1
 : 13 | -4 | -4 | -26 | -3 | -51 | 9 | 13
36. CCN(CC(=O)NCc1cccs1)C(=O)CCOc1ccccc1C
 : 18 | -2 | / | -11 | -5 | 14 | 0 | 0
37. COc1ccc(-n2nc3c(c2NC(=O)c2ccc(S(=O)(=O)N4CCOCC4)cc2)CS(=O)C3)cc1 (configuration not stated)
 : -7 | / | 2 | / | / | -4 | 13 | /
38. COC(=O)c1ccc(Nc2ncnc3sccc23)cc1
 : -117 | -2 | -1 | -46 | / | 0 | -40 | /
39. Nc1nc(Cl)c(C=O)c(N2CCCCC2)n1
 : 11 | 1 | 1 | 31 | -11 | -1 | 18 | -7
40. COc1cccc(-c2ccc3c(c2)C2CC3CCN2C(=O)c2ccc(-c3ccccc3)cc2)c1 (configuration not stated)
 : 11 | 1 | 12 | 14 | 10 | 2 | 2 | 6
41. COCc1cc(CN2CCCC(C(=O)Nc3cccc(-n4cnnn4)c3)C2)ccc1OC (configuration not stated)
 : 6 | 0 | -2 | -2 | 2 | 0 | 8 | /
42. Cc1cccc(C)c1NC(=S)NC(=O)CCc1ccccc1
 : / | 12 | / | 6 | -3 | -2 | -6 | 8
43. C[C@@H]1CN([C@H](C)CO)C(=O)c2cc(NC(=O)Nc3ccc(F)cc3)ccc2O[C@H]1CN(C)C(=O)Nc1ccc2c(c1)OCO2
 : / | / | / | 25 | 7[16.7 µM] | 0 | -50 | -1
44. Cn1c(=O)cc2c3c(c(N4CCCCC4)ccc31)C(=O)c1ccccc1-2
 : 31 | 10 | 1 | -16 | -4 | -1 | 20 | -21
45. COC(=O)c1nnn(-c2nc(N3CCOCC3)nc(N3CCOCC3)n2)c1C
 : 3 | / | -7 | 22 | / | -2 | 9 | -2
46. CCC(=O)Nc1ccc2c(c1)OC[C@H](C)N(Cc1ccccc1)C[C@H](C)[C@H](OC)CN(C)C2=O
 : / | -3 | 4 | -19 | 0[16.7 µM] | 1 | 13 | -12
47. CC(C)CC#Cc1ccc2c(c1)O[C@@H](CN(C)S(C)(=O)=O)[C@H](C)CN([C@@H](C)CO)S2(=O)=O
 : 7 | 0 | -12 | 5 | 2[16.7 µM] | -1 | 0 | 3
48. CCOC(=O)c1c(-c2ccc(C)cc2)csc1NC(=O)c1cccc(N2C(=O)CCC2=O)c1
 : 37 | -3 | 0 | 6 | -4 | 3 | 6 | /
49. NC(=O)C1(Nc2ccc(Cl)cc2)CCCC1
 : 23 | -2 | -2 | -3 | -2 | -2 | 5 | 6
50. O=C1C(NS(=O)(=O)c2cccs2)=C(N2CCN(Cc3ccccc3)CC2)C(=O)c2ccccc21
 : 23 | / | 6 | -13 | / | 17 | -9 | 0
51. COc1ccc(NC(=O)c2sc(=O)n(Cc3ccccc3C#N)c2C)cc1OC
 : -15 | -1 | 13 | 10 | / | 2 | 5 | /
52. O=c1[nH]c(N/N=C\c2ccc(F)cc2)nc2ccccc12
 : -191 | / | -2 | -107 | / | 1 | -49 | /
53. CCCCNC(=O)C1(C)CCCCN1C(=O)c1c(F)ccc(C)c1F (configuration not stated)
 : -14 | -1 | 2 | -3 | 0 | -4 | -6 | 2
54. Cc1ccc(S(=O)(=O)NCC[C@H]2CC[C@H](NC(=O)c3ccccn3)[C@@H](CO)O2)cc1
 : 16 | -3 | / | -2 | / | 0 | 4 | -2
